TR SRC2 fluor cs: counter-screen for TRb-SRC2 inhibitors: fluorescence interference | TRb/SRC2 Texas Red total fluorescence interference | 280,000 tested, 0.29% active | Potency, µM (series often up to 106 µM), without a hit: top-dose fluorescence change, negative = quenching; active = well fitted curve in either direction with a large enough effect; inconclusive = small, poorly fitted or top-dose-only effect; also: % is scaled to controls: 0 for no effect and ±100 for the full control effect
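Flags fluorescent or light-absorbing compounds by total fluorescence, S + 2P, at 555 nm excitation and 632 nm emission. Mixture: 20 nM Texas Red SRC2 peptide, 0.6 uM human TRb LBD, 1 uM T3, 5% DMSO; compound exposure 5 h at ambient temperature.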
RECQ1 inh: blocks DNA unwinding by human RECQ1; RECQ1 DNA unwinding, red fluorescence kinetic read; Potency, µM (top dose mostly 57.3 µM), without a hit: at the highest dose activity, negative = inhibition, most hits filed as inhibitors; 240,000 tested, 0.54% active;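 also: plate controls were vehicle for no effect and no enzyme for full effect; nearly all actives have a fitted effect of over 30% in size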
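RECQ1T1 50 nM; forked duplex (20 bp + 30-nt ss tails) 200 nM, ATP 2 mM final; pH 8.0, 2 mM MgCl2, 2.5 ug/ml poly(dI-dC); 15 min compound preincubation; discontinuous kinetic read over 2 h at RT.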
L3MBTL1 block: blocks human L3MBTL1 | AID 485360 | 230,000 tested, 0.66% active | AlphaScreen L3MBTL1–H3K9me1 peptide binding | Potency, µM (highest dose often 57.1 µM), inactives show at the top dose activity, negative = inhibition, usual class: inhibitors | Q9Y468; also: % is scaled to controls: 0 for no effect and ±100 for the full control effect; nearly all actives have a fitted effect of over 60% in size
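First, the protein-peptide complex forms for 30 min at room temperature (L3MBTL1 50 nM, biotinylated H3K9me1 peptide 75 nM). Next, compounds are pin-transferred and incubated 30 min. Finally, AlphaScreen beads are added and read after 30 min.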
HTT ATP protect: Huntington cell model cytoprotection by ATP luminescence; PC12 HTT-Q103 induced, cytoprotection, ATP luminescence, 40 h; Potency, µM (titrated, usually from 56.4 µM), without a hit: cytoprotection (ATP increase), most hits filed as activators; AID 1471; 230,000 tested, 0.14% active;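 also: % of control where 0% means no effect; nearly all actives have a fitted effect of over 45% in size; toxic huntingtin expression switched on by the ecdysone agonist tebufenozide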
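Compounds added alongside 100 nM tebufenozide, which induces toxic Q103 huntingtin exon 1-GFP in stable PC12 cells; surviving cells quantified by luminescent ATP measurement. Medium: phenol red-free DMEM, 5% equine and 5% calf serum.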
TRb-SRC2 inh: disrupts binding of human TR beta to SRC2 | P10828 | TRbeta-SRC2 peptide binding, fluorescence polarization; receptor liganded with 1 µM T3 | Potency, µM (series often up to 106 µM), for inactives: at the highest dose activity change, negative = inhibition, hits mostly inhibitors | 280,000 tested, 0.065% active;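 also: plate controls were bound peptide for no effect and peptide without receptor for full effect; nearly all actives have a fitted effect of over 50% in size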
Target sequence (P10828 whole entry, looked up): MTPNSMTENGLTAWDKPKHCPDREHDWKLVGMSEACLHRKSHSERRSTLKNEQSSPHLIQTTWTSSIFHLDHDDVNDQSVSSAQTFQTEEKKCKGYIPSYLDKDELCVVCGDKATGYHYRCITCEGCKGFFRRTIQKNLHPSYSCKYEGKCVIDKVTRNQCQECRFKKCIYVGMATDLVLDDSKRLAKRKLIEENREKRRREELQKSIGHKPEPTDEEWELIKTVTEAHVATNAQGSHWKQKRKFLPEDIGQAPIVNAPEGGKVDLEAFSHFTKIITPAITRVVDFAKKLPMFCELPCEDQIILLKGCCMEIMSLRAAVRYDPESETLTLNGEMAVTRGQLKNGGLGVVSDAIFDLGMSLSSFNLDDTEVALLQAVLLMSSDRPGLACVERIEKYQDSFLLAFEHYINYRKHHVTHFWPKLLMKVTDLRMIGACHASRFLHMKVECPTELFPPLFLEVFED
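Binding of a 20-amino-acid Texas Red SRC2 peptide (20 nM) to TRb ligand-binding domain (0.6 uM) with agonist T3 at 1 uM was followed by fluorescence polarization after a 5 hr room-temperature incubation.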
Tau fluor cs: counter-screen for tau fibril formation inhibitors; tau K18 P301L Alexa594 fluorescence, heparin fibrillization; 280,000 tested, 0.93% active; Potency, µM (highest dose often 57.7 µM), for inactives: top-dose activity change, negative = decrease; AID 1463; also: % is scaled to controls: 0 for no effect and ±100 for the full control effect; nearly all actives have a fitted effect of over 55% in size
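Human tau K18 P301L (15 uM unlabeled, 0.24 uM Alexa 594-labeled) in 100 mM sodium acetate pH 7 with 20 uM heparin, 6 hr at 37 C. ThT 30 uM added, 1 hr ambient; Alexa 594 FP and total fluorescence read at 555/632 nm.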
Tau ThT inhib: tau fibrillization inhibition (ThT binding) | recombinant tau K18 P301L (four-repeat tau fragment), heparin-induced fibrillization, ThT fluorescence | AID 1460 | Potency, µM (top dose mostly 57.4 µM), for the others: at the highest dose activity, negative = inhibition, actives largely listed as inhibitors | 270,000 tested, 2.1% active; also: % is scaled to controls: 0 for no effect and ±100 for the full control effect; nearly all actives have a fitted effect of over 55% in size
Target sequence (P10636 561-689 P618L limits assumed): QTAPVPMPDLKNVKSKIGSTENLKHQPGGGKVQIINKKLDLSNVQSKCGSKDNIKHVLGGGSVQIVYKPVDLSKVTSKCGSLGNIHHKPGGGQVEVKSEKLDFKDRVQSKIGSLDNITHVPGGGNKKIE
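Aggregation was driven by heparin (20 uM final) acting on recombinant tau […] bearing P301L in 100 mM sodium acetate pH 7; fibrils were detected with Thioflavin T.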
Tau FP inhib: inhibitors of human tau fibril formation; Potency, µM (titrated, usually from 57.7 µM), for inactives: top-dose activity, negative = inhibition, most hits filed as inhibitors; AID 1468; P10636; 280,000 tested, 0.39% active; K18 P301L tau heparin fibrillization, Alexa594 FP, 6 h; also: % is scaled to controls: 0 for no effect and ±100 for the full control effect; nearly all actives have a fitted effect of over 55% in size
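Human tau K18 […] P301L fragment, 15 uM unlabeled plus 0.24 uM Alexa 594-labeled tau (final), with compound and 20 uM heparin in 100 mM sodium acetate pH 7; 6 hr at 37 C, then Alexa 594 FP read.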
* = called active by the depositor; i = inactive; ? = inconclusive; / = no result given; & = joins results of further samples; [ ] = remark or other dose. Unless noted, calls follow the shape of the dose curve; as a rule, active = well fitted curve in the direction sought with a large enough effect; inconclusive = small, poorly fitted or top-dose-only effect, or another doubt; inactive = no such curve, though single readings can be large; an effect the other way counts as inactive or inconclusive. Potency is read from the fitted curve at half-maximal effect. A portion of the library; the hit share may differ from the screen's.

Order of values – Tau fluor cs | L3MBTL1 block | RECQ1 inh | TRb-SRC2 inh | TR SRC2 fluor cs | Tau ThT inhib | Tau FP inhib | HTT ATP protect
O=C(CC(c1ccccc1)c1cc(Br)ccc1O)N1CCCCC1 (stereo unspecified)
  -28% | -4% | -5% | 7% | 0% | -15% | -4% | 1%[10 µM]
CCOC(=O)C1=C(C)C(c2ccccc2OC)NC(=S)N1 (stereo unspecified)
  -7% | 0% | -5% | -22% | 1% | -7% | -12% | -13%
COc1ccccc1NC(=O)c1cc(C(=O)O)ccc1C(=O)O
  -3% | 4% | -3% | 1% | 1% | -11% | 4% | 25%
Cc1nc(-c2c(-c3ccc(O)cc3O)noc2C(F)(F)F)cs1
  -22% | / | -7% | -5% | -3% | -1% | -8% | 5%
CC(C)[C@@H](CC(=O)N[C@@H]1CCNC[C@H]1C(=O)N[C@H](CC(=O)N[C@@H](CCC(=O)O)CC(=O)O)Cc1c[nH]c2ccccc12)NC(=O)C[C@H](CO)NC(=O)[C@@H]1CCCC[C@H]1N
  0% | / | -7% | -4% | -1% | -3% | 2% | 1%[1.9 µM]
O=C(C[n+]1cn(C(F)F)c2ccccc21)c1ccc(OC(F)F)cc1
  4% | 2% | i | -2% | -4% | -2% | 6% | 4%[10 µM]
CCOc1ccccc1NC(=O)CN1C(=O)C2(SCC(=O)N2c2ccc(C)cc2)c2ccccc21 (stereo unspecified)
  -21% | / | / | 6% | -5% | -14% | -8% | /
C=CC12C=CC=CN1C(C(=O)OC)=C(C(=O)OC)C(C(=O)OC)=C2C(=O)OC (stereo unspecified)
  -6% | -1% | -12% | -4% | -3% | ? | 2% | /
CC(C(=O)Nc1ccc2c(c1)OCCO2)n1nnc(-c2ccccc2)n1 (stereo unspecified)
  -5% | 6% | i | -3% | -2% | 16% | ? | /
CCOC(=O)c1c(NC(=O)CSc2nncs2)sc(C)c1C
  -7% | 2% | -13% | 2% | 1% | -4% | 1% | -3%
COc1cccc(NC(=O)Cn2cc(S(=O)(=O)Cc3ccccc3F)c3ccccc32)c1
  ? | / | / | 12% | 6% | 18% | ? | /
Cc1ccc(NC(=O)NCCc2c(C)nn(C)c2C)c(Cl)c1
  4% | / | / | -7% | -1% | 3% | 0% | /
CCOc1ccc(C2/C(=C(\O)c3c(C)[nH]c(C(=O)OC)c3C)C(=O)C(=O)N2CCN(C)C)cc1 (stereo unspecified)
  1% | -1% | i | -4% | -3% | -2% | -5% | 13%
CCn1cc(C(=O)N(CCCN2CCOCC2)Cc2ccco2)c(=O)c2ccc(C)nc21
  -2% | -5% | -4% | -1% | 1% | -6% | 1% | -29%[1.9 µM]
COc1ccc(NC(=O)CSC2=Nc3ccccc3C3=NC(CCC(=O)NCCc4ccccc4)C(=O)N23)c(OC)c1 (stereo unspecified)
  -7% | / | / | 7% | 5% | -4% | -1% | /
CCc1cccc(CC)c1NC(=S)NC(C)c1ccccc1 (stereo unspecified)
  -17% | -6% | -8% | -1% | -3% | -10% | 0% | -9%[10 µM]
CCOC(=O)c1c(NC(=S)Nc2ccccc2)sc2c1CCN(C)C2
  -13% | -11% | 25% | -8% | -7% | ? | -17% | ?
COC(=O)C1(C)C=CCN1C(=O)c1ccccc1 (stereo unspecified)
  -11% | / | -4% | 5% | 0% | -5% | -6% | -33%[inhibitor]
O=C(NNC(=O)C1CCN(Cc2cccc(F)c2)CC1)c1cccc(Cl)c1
  -13% | -2% | -3% | 2% | -1% | -10% | -10% | 12%[10 µM]
CCc1noc(-c2ccc(NCc3ccccc3)c([N+](=O)[O-])c2)n1
  -16% | / | / | 10% | -3% | -3% | -15% | /
Cc1ncc([N+](=O)[O-])n1CC(O)CCl (stereo unspecified)
  -6% | 5% | -3% | -3% | 0% | -9% | 8% | /
O=S(=O)(Cc1ccccc1Cl)N1CCCC1
  -5% | -17%[11.4 µM] | 1% | -10% | -4% | 2% | -2% | 16%
CCCCCN=CC1=C(O)CC(c2ccccc2)CC1=O (stereo unspecified)
  -4% | 7% | -13% | 3% | 0% | -3% | -1% | -29%
O=c1cc[nH]c2cc(C(F)(F)F)ccc12
  1% | 3% | i | -4% | 1% | 0% | 2% | 11%
CCOc1ccccc1/C=N/Nc1nc2c(N)ncnc2n1[C@H]1O[C@@H](CO)[C@H](O)[C@@H]1O
  ? | -3% | -1% | -3% | -6% | ? | -1% | 14%[10 µM]
O=C1CC(SC(=Nc2ccccc2)Nc2ccccc2)C(=O)N1c1ccc(Cl)cc1 (stereo unspecified)
  -23% | 14% | i | -20%[53 µM] | -2%[53 µM] | 17% | -21% | ?
COc1ccccc1NC(=O)C1=C(C)NC(=O)NC1c1cccs1 (stereo unspecified)
  0% | / | -1% | 3% | -5% | -6% | 9% | -19%
Cc1cc(C)cc(NS(=O)(=O)c2ccc3c(c2)c(=O)n(C)c(=O)n3C)c1
  -16% | / | i | -5% | -1% | -4% | 11% | 4%
COc1cccc(-n2c(-c3ccco3)nc3c(cnn3-c3ccc(C)cc3)c2=O)c1
  -19% | / | / | 1% | 1% | -5% | -4% | /
NS(=O)(=O)c1ccc(CCNC(=O)C2CCCCN2S(=O)(=O)c2ccccc2)cc1 (stereo unspecified)
  6% | -4% | 1% | 1% | -1% | -2% | -4% | -3%

Continued (three carried over from the part before).
Order of values – Tau fluor cs | L3MBTL1 block | RECQ1 inh | TRb-SRC2 inh | TR SRC2 fluor cs | Tau ThT inhib | Tau FP inhib | HTT ATP protect
Cc1cc(C)cc(NS(=O)(=O)c2ccc3c(c2)c(=O)n(C)c(=O)n3C)c1
  -16% | / | i | -5% | -1% | -4% | 11% | 4%
COc1cccc(-n2c(-c3ccco3)nc3c(cnn3-c3ccc(C)cc3)c2=O)c1
  -19% | / | / | 1% | 1% | -5% | -4% | /
NS(=O)(=O)c1ccc(CCNC(=O)C2CCCCN2S(=O)(=O)c2ccccc2)cc1 (stereo unspecified)
  6% | -4% | 1% | 1% | -1% | -2% | -4% | -3%
CCn1c(C(C)NC(=O)c2cccc(C)c2)n[nH]c1=S (stereo unspecified)
  4% | -2% | i | -4% | -4% | -4% | 1% | /
COc1ccc(C2(C(=O)O)CCCC2)cc1
  5% | / | i | -16% | 2% | -3% | 2% | -5%[0.074 µM]
Cc1ccc(S(=O)(=O)Oc2ccc(C(c3c(C)[nH][nH]c3=O)c3c(C)[nH][nH]c3=O)cc2)cc1
  ? | / | i | 2% | -2% | ? | 13% | 11%
Cc1nc2nc[nH]n2c(=O)c1NS(=O)(=O)c1ccc([N+](=O)[O-])cc1
  -3% | -1% | 1% | -5% | -2% | -11% | 7% | 0%[10 µM]
Cn1c(-c2ccc(F)cc2)cnc1NCc1ccccc1
  -5% | ? | i | -25% | 0% | -14% | 1% | 17%[10 µM]
c1c(C2CCCCC2)n[nH]c1CN1CCCCC1
  7% | / | -5% | -11% | -2% | 4% | 9% | -1%
CCN1CCN(Cc2ccc(NC(=O)Nc3ccc(SC)cc3)cc2)CC1
  ? | -5% | -16% | 3% | -1% | ? | 13% | -7%[10 µM]
COc1ccc(C(=O)NC2(C(F)(F)F)C(=O)NC(C)=C2C#N)cc1OC (stereo unspecified)
  -1% | / | / | 12% | -1% | -1% | -4% | /
CCOC(=O)C1C(=O)C=C(c2ccc(C)cc2)CC1c1cccc([N+](=O)[O-])c1 (stereo unspecified)
  -21% | -12% | -10% | 8% | -6% | -10% | -4% | -18%[10 µM]
c1ccc(C2OCC3(CO2)COC(c2ccccc2)OC3)cc1 (stereo unspecified)
  -7% | 1% | -3% | 12% | 1% | -1% | 1% | -9%
CC1=C(c2ccc(C)cc2)S(=O)(=O)N(Cc2ccc(C(=O)NCc3ccccc3F)cc2)C1=O
  -19% | / | / | 1% | -22% | 4% | ? | /
Cc1[nH]nc2c1C(c1ccccc1F)CC(=O)N2 (stereo unspecified)
  1% | 29% | i | 4% | -9% | 7% | 0% | -31%
Cc1cccc(Nc2n[nH]c(C)c2[N+](=O)[O-])c1
  3% | -4% | 3% | 12% | -1% | 8% | 5% | -21%[10 µM]
Cc1ccccc1Nc1cc(C(=O)NCc2cccs2)c2ccccc2n1
  ? | / | / | -2% | 0% | -2% | -14% | /
O=c1c2ccccc2nc(-c2ccc(F)cc2)n1NCc1ccccc1O
  -17% | / | i | 1% | -5% | -1% | -7% | -60%[inhibitor]
COc1cccc(CC(=O)Nc2ccc3nc(N4CCC(C)CC4)cc(C)c3c2)c1
  14µM*[quencher] | / | / | -3% | -2% | ? | ? | /
CCc1nc2ccccc2n1CC(O)COc1ccc(NC(C)=O)cc1 (stereo unspecified)
  -1% | -3% | i | -5% | 1% | -7% | -8% | -4%[10 µM]
COc1cc(/C=N/N2CCOCC2)ccc1OCc1ccccc1
  -16% | / | i | 5% | -3% | ? | 7% | -63%[inhibitor]
CCOC(=O)N1CCN(CCC(=O)Nc2cccc(Br)c2)CC1
  -1%&-12% | 0% | -10% | 9%&-14% | 0%&2% | -2%&-8% | -2%&-8% | -15%&-1%
O=C(NCc1nc2ccccc2[nH]1)C1=C[C@@H](C2CCCCC2)C[C@@H](OCc2ccc(CO)cc2)O1
  -18% | 54%[activator] | 0% | -5% | -1% | -9% | 2% | -72%[inhibitor][10 µM]
CC(Oc1ccccc1Cl)C(=O)N1CCOCC1 (stereo unspecified)
  -4% | -10% | -4% | -7% | -1% | -3% | -1% | -3%[10 µM]
O=C(COc1ccc([N+](=O)[O-])cc1)NN=C1CCCC1
  -4% | 2% | -5% | -4% | -2% | -14% | -4% | 23%
Cn1c(CCN2CCOCC2)nc2cc(NC(=O)c3cccs3)ccc21
  -15% | 3% | i | -2% | -1% | ? | -1% | ?
Cn1nnnc1SCC(=O)N1CCN(c2ccc(Cl)cc2)CC1
  -6% | 1% | -15% | -5% | 0% | ? | 6% | -11%[0.074 µM]
